High-throughput results (PubChem BioAssay)
Pin1 inhibitor = qHTS Assay to Find Inhibitors of Pin1. 0.009% of 390,000 active. Pin1 FP peptide displacement, HiFluor488, 10 min. Potency, µM (highest dose often 115 µM), inactives show at the highest dose activity, negative = inhibition, hits mostly inhibitors. Peptidyl-prolyl cis-trans isomerase NIMA-interacting 1 (Homo sapiens), Q13526; active = well fitted inhibition curve with a large enough effect in the polarisation, with a control signal flat, not every such curve was filed as active; inconclusive = small, poorly fitted or top-dose-only effect, or effect the other way, or a change in a side signal; inactive = no such curve, though single readings can be large or run the other way; the % refers to the polarisation; note: potency is the fitted concentration of half-maximal effect; % is set by controls: 0 for no effect and ±100 for the full control effect
Target sequence (Q13526 whole entry, looked up): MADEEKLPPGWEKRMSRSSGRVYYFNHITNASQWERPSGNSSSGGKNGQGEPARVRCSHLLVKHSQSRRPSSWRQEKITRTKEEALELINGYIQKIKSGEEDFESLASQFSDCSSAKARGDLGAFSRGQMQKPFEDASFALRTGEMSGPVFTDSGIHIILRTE
GLS inh = qHTS for Inhibitors of Glutaminase (GLS) | GLS enzymatic activity, qHTS titration | 0.21% of 410,000 active | Potency, µM (top dose mostly 45.5 µM), without a hit: at the highest dose activity change, negative = inhibition, hits mostly inhibitors | AID 624170, 2012; note: potency is the fitted concentration of half-maximal effect; % is set by controls: 0 for no effect and ±100 for the full control effect
Target sequence (O94925 whole entry, looked up): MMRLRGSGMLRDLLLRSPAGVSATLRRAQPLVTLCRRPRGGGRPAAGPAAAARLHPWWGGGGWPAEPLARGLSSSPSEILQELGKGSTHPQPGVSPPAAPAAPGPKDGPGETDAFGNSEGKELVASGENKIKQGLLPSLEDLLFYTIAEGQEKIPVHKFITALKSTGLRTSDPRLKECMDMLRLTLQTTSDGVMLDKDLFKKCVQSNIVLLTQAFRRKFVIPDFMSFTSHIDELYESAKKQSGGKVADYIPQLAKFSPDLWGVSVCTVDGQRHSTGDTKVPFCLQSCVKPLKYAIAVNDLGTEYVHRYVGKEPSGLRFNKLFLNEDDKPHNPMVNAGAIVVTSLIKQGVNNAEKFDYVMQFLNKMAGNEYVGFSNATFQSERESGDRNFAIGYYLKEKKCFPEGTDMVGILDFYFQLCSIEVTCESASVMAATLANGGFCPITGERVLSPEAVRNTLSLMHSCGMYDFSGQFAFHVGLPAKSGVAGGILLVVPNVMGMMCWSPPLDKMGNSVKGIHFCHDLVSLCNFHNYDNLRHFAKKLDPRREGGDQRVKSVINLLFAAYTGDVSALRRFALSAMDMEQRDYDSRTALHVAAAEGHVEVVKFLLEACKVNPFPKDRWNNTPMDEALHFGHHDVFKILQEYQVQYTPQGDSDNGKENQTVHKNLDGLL
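Coupled fluorescence readout: glutamate oxidase/HRP/Amplex Red detect glutamate formed by hKGA from L-glutamine (1 mM solution added). Buffer 45 mM KH2PO4 pH 8.2, 0.02% Tween-20; reads at t0 and 30 min RT.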
G9a inh = qHTS Assay for Inhibitors of Histone Lysine Methyltransferase G9a; Potency, µM (series often up to 102 µM), for the others: at the top dose activity, negative = inhibition, actives largely listed as inhibitors; G9a H3K9 monomethylation, AlphaScreen, 2 h; Histone-lysine N-methyltransferase EHMT2 (Homo sapiens), Q96KQ7; 8.8% of 350,000 active; AID 504332, 2011; note: potency is the fitted concentration of half-maximal effect; % is set by controls: 0 for no effect and ±100 for the full control effect; nearly all actives have a fitted effect of over 75% in size
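Enzyme 20 nM + cpd, 15 min RT; add b-H3K9 pep 500 nM / SAM 20 uM; 2 h RT; anti-H3K9me1 Ab 0.5 ug/mL + SA donor / anti-rabbit acceptor beads 20 ug/mL each, 10 min; AlphaScreen read.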
PI4K2A block = qHTS for small molecular inhibitors of PI4K2A. AID 1346378, 2018. Phosphatidylinositol 4-kinase type 2-alpha (Homo sapiens), Q9BTU6. purified PI4K2A, ADP-Glo luminescence, 1 h; active compounds read low. 0.13% of 420,000 active. activity change, negative = inhibition, % at 76.9 µM; in the data active = activity change below about -50%; inconclusive = mostly about -30% to -49%;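 note: -100% = wells without enzyme as full effect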
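PI4K2A activity was measured by ADP-Glo luminescence: enzyme (4 ug/mL stock) and phosphatidylinositol (1.2 mM stock) in Tris pH 7.5/MgCl2/EGTA/Triton X-100 buffer were reacted with ATP (300 microM stock) for one hour at ambient temperature.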
JMJD2A Tudor = qHTS Assay for Inhibitors of JMJD2A-Tudor Domain. Lysine-specific demethylase 4A (Homo sapiens), O75164. AlphaScreen JMJD2A-Tudor / H3K4me3 peptide binding. Potency, µM (series often up to 114 µM), for the others: at the highest dose activity change, negative = inhibition, actives largely listed as inhibitors. 4.4% of 390,000 active; note: potency is the fitted concentration of half-maximal effect; % is set by controls: 0 for no effect and ±100 for the full control effect; nearly all actives have a fitted effect of over 50% in size
Pol eta inh = qHTS for Inhibitors of Polymerase Eta | DNA polymerase eta (Homo sapiens), Q9Y253 | recombinant Pol eta, fluorescent DNA replication assay | Potency, µM (titrated, usually from 114 µM), for inactives: top-dose activity change, negative = inhibition, usual class: inhibitors | 1.2% of 390,000 active; note: potency is the fitted concentration of half-maximal effect; % is set by controls: 0 for no effect and ±100 for the full control effect
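Pol eta at 10 nM preincubated with compounds 15 min at room temperature; reaction started with fluorescent substrate (50 nM final) and read kinetically at 0 and 10 min.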
Tb PGK inh = qHTS Assay to Find Inhibitors of Phosphoglycerate Kinase; PGK/GAPDH coupled, Kinase-Glo luminescence, 60 min; Potency, µM (titrated, usually from 57.5 µM), for the others: top-dose activity change, negative = inhibition, hits mostly inhibitors; 0.043% of 380,000 active; AID 602233, 2012; note: potency is the fitted concentration of half-maximal effect; % is set by controls: 0 for no effect and ±100 for the full control effect; nearly all actives have a fitted effect of over 60% in size
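Recombinant glycosomal PGK reaction used 1,3-bisphosphoglycerate generated in-well by GAPDH (100nM final) in 100mM TEA pH 7.6, 5mM MgCl2, 0.01% Tween-20. After 60 minutes at room temperature, ATP was read by Kinase-Glo Plus luminescence end-point.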
BAZ2B block = qHTS Assay for Inhibitors of BAZ2B; AlphaScreen BAZ2B-H3K14Ac peptide displacement; Potency, µM (doses to about 114 µM), for the others: at the top dose activity change, negative = inhibition, actives largely listed as inhibitors; AID 504333, 2011; 4.4% of 360,000 active; note: potency is the fitted concentration of half-maximal effect; % is set by controls: 0 for no effect and ±100 for the full control effect; nearly all actives have a fitted effect of over 60% in size
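AlphaScreen displacement of biotin-H3(5-23)K14Ac peptide (50 nM final) from BAZ2B (50 nM final) in PBS pH 7.4, 0.01% Tween-20; complex preformed 30 min RT, then compounds (top 110 uM) 30 min RT, beads 20 min dark.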
HP1b chromo inh = HTS for Inhibitors of HP1-beta Chromodomain Interactions with Methylated Histone Tails. AID 540317, 2011. AlphaScreen HP1-beta / biotin-H3K9me3 peptide binding. Potency, µM (doses to about 114 µM), inactives show at the highest dose activity change, negative = inhibition, usual class: inhibitors. 0.56% of 390,000 active; note: potency is the fitted concentration of half-maximal effect; nearly all actives have a fitted effect of over 70% in size; inactives centre near 23
Target sequence (P83916 whole entry, looked up): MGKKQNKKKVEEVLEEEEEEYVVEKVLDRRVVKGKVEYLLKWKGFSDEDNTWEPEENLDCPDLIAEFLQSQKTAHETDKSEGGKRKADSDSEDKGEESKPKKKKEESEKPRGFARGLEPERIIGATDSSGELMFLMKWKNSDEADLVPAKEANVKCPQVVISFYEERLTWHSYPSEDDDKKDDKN
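Compound inhibition of the preformed complex between 50 nM HP1-beta and 50 nM biotinylated H3K9me3 peptide was read by AlphaScreen. Buffer was PBS pH 7.4 with 0.01% Tween-20. Incubations ran 30 min at room temperature, with 10 ug/mL donor/acceptor beads.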
An asterisk follows results filed as active; i = inactive; u = inconclusive; x = no result given; [ ] = dose if it differs, or a comment. Unless noted, calls come from the whole dose curve; as a rule, active = well fitted curve in the direction sought with a large enough effect; inconclusive = small, poorly fitted or top-dose-only effect, or another doubt; inactive = no such curve, though single readings can be large; an effect the other way counts as inactive or inconclusive. A portion of the library; the hit share may differ from the screen's.

SMILES	Pin1 inhibitor	GLS inh	G9a inh	PI4K2A block	JMJD2A Tudor	Pol eta inh	Tb PGK inh	BAZ2B block	HP1b chromo inh
C=CCNC(=S)NNC(=O)C(CCC(C)C)CC(C)(C)O (stereo not drawn)	-1.1%	14.7%	17.8%	2.3	5.8%	-16.1%	-5.1%	6.5%	54.1%[activator]
NC(=O)[C@@H]1CCCCNc2c(F)cc([N+](=O)[O-])cc2C(=O)N[C@@H](CC(=O)O)C(=O)N[C@@H](CCC(=O)O)C(=O)N1	-20.2%	-5.2%	u	-2.4	u	1.3%	i	-10.8%	31.7%
O=C(Cc1ccccc1F)NC1CCSc2ccccc21 (stereo not drawn)	-4.8%	12.1%	28.9%	-0.9	-6.9%	3.9%	-11.7%	-15.3%	14.1%
COc1ccc(CNC(=O)C2CCCC2)cc1	-7.3%	-7.7%	x	3.8	-10.1%	-8.8%	-1.1%	x	17.2%
O=C(c1ccc(F)cc1)N1CCN(C(=O)c2cccnc2)CC1	1.8%	3.0%	-1.9%	3.5	-13.7%	-9.6%	-4.2%	5.2%	23.3%
COc1ccc(C(=O)NCCc2csc(-c3ccc(Cl)cc3)n2)cc1	-2.4%	3.5%	4.2%[59 µM]	7.5	-11.5%	-21.1%	-7.6%	5.5%	22.1%
N#CCN1C(=O)C(=O)N(Cc2cccc(C(F)(F)F)c2)C1=O	-3.8%	-9.0%	-8.6%	-5.1	-12.9%	-4.6%	1.9%	-17.8%	85.0%[activator]
O=S(=O)(NCCOc1ccccc1F)c1ccc(Cl)cc1F	4.3%	-1.1%	x	1.6	2.1%	-10.1%	5.4%	x	47.0%[activator]
CC(=O)NC(=S)NNC(=O)COc1ccc([N+](=O)[O-])cc1	-2.5%	10.9%	8.91µM*	-7.4	-18.0%[11.4 µM]	-0.3%	-10.7%	8.3%	-1.3%
O=C(c1ccc(F)cc1)N1CCC(O)(c2cccnc2)CC1	-3.1%	-6.1%	-35.3%	-0.7	6.4%	-10.7%	-5.3%	-1.8%	40.7%[activator]
CCOC(=O)Cc1csc(NC(=O)c2ccc3c(c2)OCO3)n1	-2.4%	-0.1%	-4.6%[12.7 µM]	8.2	-3.5%	-11.5%	-4.9%	5.0%	13.5%
O=c1c2ccccc2c2ccccc2c(=O)n1Nc1ccccc1	x	u	x	-0.1	x	-19.9%	3.3%	x	x
CCOC(=O)c1c(-c2ccc(OC)cc2)oc2ccc(OCc3ccc(F)cc3F)cc12	0.3%	0.1%	6.0%[59 µM]	-2.7	59.9%[activator]	-14.0%	i	24.6%	77.7%[activator]
Cc1cc(C)cc(NC(=O)COC(=O)c2ccc(CN3CCCC3=O)cc2)c1	25.9%	-3.0%	-49.1%[12.7 µM]	1.9	-18.1%	-9.6%	-0.9%	-4.1%	26.2%
Cc1c(C(=O)N(C)Cc2cccc(F)c2)oc2c(Cl)cccc12	-0.2%	-1.3%	118.3%[activator]	6.7	125.7%[activator]	-22.1%	-1.4%	57.1%[activator]	193.7%[activator]
Cc1nnc(-c2cnn(C)c2N)n1Cc1ccccc1F	-7.4%	28.2%	7.1%[12.7 µM]	8.1	-21.8%	-7.8%	7.6%	-7.4%	20.5%
C/C(=N\Nc1ccc(Cl)c(C(=O)O)c1)c1ccc(N2CCOCC2)cc1	u	u	39.8µM*	3.0	-27.9%	28.2µM*	-8.8%	-11.2%	-13.1%
CCCCN(CCCC)C(=O)C1CCN(S(=O)(=O)c2cccc3nsnc23)CC1	2.3%	12.0%	u	6.1	-18.0%	-17.2%	-0.8%	x	11.5%
O=C(Cc1ccc([N+](=O)[O-])cc1)Nc1nnc(C2CC2)s1	19.4%	-0.8%	-2.0%[59 µM]	-1.7	-2.0%	-19.0%	0.0%	1.9%	11.7%
CCCN(C(=O)/C=C/c1nc2ccccc2s1)C1CCS(=O)(=O)C1 (stereo not drawn)	19.1%	0.7%	-7.1%[12.7 µM]	-4.7	-9.9%	-5.2%	-9.3%	-0.4%	28.6%
CN(C(=O)c1cccc(OC2CCN(S(=O)(=O)N(C)C)CC2)c1)C1CCOC1 (stereo not drawn)	1.7%	-1.8%	6.7%[12.7 µM]	-4.3	-8.3%	9.5%	9.2%	7.0%	34.0%
CC12CCC(C(=O)N(CCCCN3CCN(c4ccccn4)CC3)C1=O)C2(C)C (stereo not drawn)	8.8%	1.2%	-6.3%[0.501 µM]	3.4	-7.4%	-10.3%	-0.4%	-38.1%	24.1%
O=C(O)c1cc(S(=O)(=O)N(Cc2ccccc2)c2ccc(Cl)cc2)ccc1Cl	-11.2%	-8.0%	u	-5.0	-22.5%	-21.9%	-2.1%	-26.7%	43.1%[activator]
O=C1/C(=C/c2cccnc2)SC(=S)N1c1ccc(O)cc1	1.8%	1.5%	6.9%	6.1	-1.4%	-30.6%	11.9%	-16.8%	28.8%
Cc1nc(COc2cc3oc(=O)cc(C)c3cc2Cl)cs1	4.4%	2.2%	14.6%	-3.1	-22.8%	-18.6%	-10.6%	4.3%	-12.3%
O=c1[nH]cc(-c2ccc(Br)cc2)n1Cc1ccccc1	0.6%	-2.0%	11.2µM*	-3.5	-27.5%	-2.9%	x	u	-37.5%
Cn1cc(S(=O)(=O)N2CCCCCC2)cc1C(=O)Nc1ccc(Cl)c(C(F)(F)F)c1	2.1%	-3.4%	3.4%[59 µM]	1.3	4.5%	-21.1%	-2.4%	u	30.9%[57 µM]
COc1ccccc1N1C(=O)CCC1(C#N)c1ccccc1 (stereo not drawn)	-6.8%	2.2%	5.4%[59 µM]	-0.2	-5.4%	-2.9%	-7.8%	2.4%	28.0%
O=C(NCCc1ccccc1)C(=O)NCC(c1cccnc1)N1CCN(c2ccccc2)CC1 (stereo not drawn)	-3.3%	11.3%	-5.7%[59 µM]	1.0	-9.5%	-9.6%	4.3%	u	18.8%
Cc1ccc(NC(=O)Nc2nnc(N3CCCC3)s2)c(C)c1	-1.1%	-1.7%	-33.6%[59 µM]	-0.5	-4.3%	-8.4%	-5.0%	1.4%	34.4%
O=C(COc1ccc2ccc(=O)oc2c1)Nc1nccs1	0.9%	6.9%	-8.3%	7.1	-3.0%	-16.5%	-8.7%	-18.0%	14.3%[57 µM]
Cc1ccc(N=C2NC(=O)/C(=C/C=C/c3ccco3)S2)cc1	x	-10.2%	11.2µM*	u	35.5µM*	10µM*	-14.1%	15.8µM*	u
Cc1ccc(NC(=O)Cc2nc(-c3c[nH]c(C(=O)N4CCCC4)c3)cs2)c(C)c1	11.2%	0.2%	-5.8%[12.7 µM]	2.8	-28.0%	-23.0%	2.1%	-37.5%	14.8%
Cc1ccc(NC(=O)COc2ccc3oc4c(c3c2)CCCC4)cc1C	-2.8%	-1.1%	u	-10.9	-8.7%	3.8%	-1.3%	0.5%	30.0%
COc1ccccc1NC(=O)CN(Cc1ccco1)C(=O)c1ccc(-n2nc(C)cc2C)cc1	-1.2%	0.5%	6.4%[59 µM]	0.2	-21.6%	-17.5%	-2.7%	-32.7%	16.2%
Cc1ccc(OCC(=O)NCCCNC(=O)COc2ccc(C)cc2)cc1	3.9%	-3.3%	35.5µM*	-7.4	-2.3%	x	2.3%	-25.9%	22.1%
CCCn1c(=O)n(C)c(=O)c2c(SCc3cc(C(C)=O)ccc3OCC)nc(C3CC3)nc21	u	-10.4%	x	0.1	0.0%	1.1%	-1.9%	x	19.1%
CC(=O)Nc1ccc2c(c1)nc(CCNC(=O)c1ccco1)n2C	1.6%	-3.1%	6.5%	-2.0	-9.2%	-2.0%	i	-1.4%	15.7%
CC1(C)C(C(=O)O)N2C(=O)C(NC(=O)Cc3ccccc3)C2S1=O (stereo not drawn)	-0.3%	2.2%	u	0.0	-6.8%	-4.3%	6.2%	-10.4%	33.8%
CCCCn1c(N)c(N(CC)C(=O)c2cccc(S(=O)(=O)N3CCCc4ccccc43)c2)c(=O)[nH]c1=O	-7.3%	-7.2%	-4.3%[2.33 µM]	0.4	-6.9%	-16.1%	-1.6%	1.1%	23.4%

Copied from the list.
Reading of O=C(Cc1ccccc1F)NC1CCSc2ccccc21 (stereo not drawn) under Pin1 inhibitor: -4.8%
Reading of C=CCNC(=S)NNC(=O)C(CCC(C)C)CC(C)(C)O (stereo not drawn) under PI4K2A block: 2.3

Profiles as entered above.
CC(=O)Nc1ccc2c(c1)nc(CCNC(=O)c1ccco1)n2C is listed with Pin1 inhibitor: 1.6%; GLS inh: -3.1%; G9a inh: 6.5%; PI4K2A block: -2.0; JMJD2A Tudor: -9.2%; Pol eta inh: -2.0%; Tb PGK inh: i; BAZ2B block: -1.4%; HP1b chromo inh: 15.7%
CCCn1c(=O)n(C)c(=O)c2c(SCc3cc(C(C)=O)ccc3OCC)nc(C3CC3)nc21 is listed with Pin1 inhibitor: u; GLS inh: -10.4%; G9a inh: x; PI4K2A block: 0.1; JMJD2A Tudor: 0.0%; Pol eta inh: 1.1%; Tb PGK inh: -1.9%; BAZ2B block: x; HP1b chromo inh: 19.1%
